Assay outcomes from PubChem BioAssay.
Growth percent in the NCI-60 one-dose screen (48 h, 10 µM unless noted): 100 = growth as untreated, 0 = no growth, -100 = all killed.
SNB-75 = SNB-75 CNS cancer | 5% of 79,000 active | AID 1794750
KM12 = KM12 colon cancer cells | 5% of 82,000 active | AID 1794800
SNB-19 = SNB-19 CNS cancer cells | 2.5% of 81,000 active | AID 1794751
SW-620 = SW-620 colon cancer; 5.2% of 82,000 active
SF-539 = SF-539 CNS cancer; 6.8% of 81,000 active
HT29 = HT29 colon cancer | 7.4% of 81,000 active | AID 1794748
HCC-2998 = HCC-2998 colon cancer; AID 1794799; 4.7% of 79,000 active
PC-3 = PC-3 prostate cancer cells; 3.9% of 80,000 active; AID 1794754
DU-145 = DU-145 prostate cancer; AID 1794760; 4.2% of 81,000 active
* marks the source's active call; other numbers are inactive results; . = not tested or not shown; & = joins results of further samples. The calls were made as follows: active = growth percent below 10; inactive = the rest.

SMILES	SNB-75	KM12	SNB-19	SW-620	SF-539	HT29	HCC-2998	PC-3	DU-145
COc1ccc(-c2cc3c(ncn4nc(-c5ccccc5)nc34)o2)cc1	94	100	103	104	99	110	105	100	107
Oc1ccc2ccccc2c1C=Nc1ccccc1	72	87	.	85	79	102	104	66	98
O=C(C[C@@H](C(=O)NCc1cccc(C(F)(F)F)c1)N1C(=O)[C@@H](N2C(=O)OC[C@@H]2c2ccccc2)[C@H]1/C=C/c1ccccc1)NC1CCN(Cc2ccccc2)CC1	72	59	85	60	.	2.5*	60	54	67
CO/N=C(\C(=O)NC1C(=O)N2C(C(=O)OCOC(=O)C(C)(C)C)=C(/C=C\c3scnc3C)CSC12)c1csc(N)n1 (centres undefined)	99	107	112	107	97	102	105	88	108
COc1ccccc1/C(=C/c1ccc([N+](=O)[O-])cc1)C(=O)O	118	104	98	99	97	102	114	105	107
COc1cccc(/C=C/C(=O)c2ccc(OC)c(S(N)(=O)=O)c2)c1	21	-42*	27	8.4*	-12*	4.1*	30	48	32
NC(=O)c1c(NC(=O)/C=C/c2cccs2)sc2c1CCC(=O)C2	57	15	64	15	16	16	85	13	82
c1cnc2nc3[nH]c4ccccc4c3nc2c1	110	109	106	111	100	101	106	100	111
COc1ccc(-c2nn(Cc3ccccc3)c3c2-c2oncc2CC3)cc1	80	101	103	119	114	93	99	83	121
COc1ccc(NCC(=O)Cn2cc(COc3ccc(C=Nc4cnc5ccccc5c4)cc3)nn2)cc1	94	105	99	101	102	108	107	103	113
CCCc1cc2cc(-n3nc(CC)c4c3CC(C)(C)CC4=O)cc(NC3CCC(O)CC3)c2c(=O)[nH]1 (centres undefined)	-6.9*	15	31	12	4.6*	7.9*	9.0*	33	40
C=C(C)[C@@H]1CC[C@]2(C(=O)O)CC[C@]3(C)[C@H](CC[C@@H]4[C@@]5(C)C[C@@H](Cc6cn(CCO[C@@H]7O[C@H](COC(C)=O)[C@H](OC(C)=O)[C@H](OC(C)=O)[C@H]7OC(C)=O)nn6)[C@H](O)C(C)(C)[C@@H]5CC[C@]43C)[C@@H]12	66	56	65	77	79	78	82	55	82
O=C(Nc1cccc2[nH]c(C(F)(F)F)nc12)c1ccc(F)cc1	97	73	79	91	80	99	115	.	88
Nc1cccc2c(=S)c3ccccc3[nH]c12	95	102	90	93	97	117	106	83	113
CC(=O)c1ccc2c(c1)CCc1ccccc1-2	87	109	103	102	97	102	109	100	115
Cc1cccc(N2CCN(CC(O)COc3cccc4ccccc34)CC2)c1 (centres undefined)	79	112	99	95	98	101	105	121	123
CC(O)COc1ccc(Cl)cc1 (centres undefined)	87	.	111	108	102	96	109	100	.
CCCCCCCCCC1(C)NC(=O)NC1=O (centres undefined)	91	100	91	102	107	104	99	96	106
COc1cccc(C2NCCc3cc(OC)c(OC)cc32)c1 (centres undefined)	88	99	106	104	100	91	.	99	113
CCOc1ccc2nc(NC(=O)CSC(=S)N3CCN(Cc4ccccc4)CC3)sc2c1	90	101	98	101	108	99	.	98	114
O=C1CSC(=Nc2ccccc2F)N1c1ccccc1F	89	98	104	106	106	99	119	95	112
O=S(=O)(O)CCS	81	112	116	105	95	99	106	95	118
ON=C(C1CCCCC1)C1CCCCC1	87	96	100	102	96	103	109	98	107
O=C(CCCCCCCCC(=O)SCc1ccccc1)SCc1ccccc1	105	102	104	114	100	116	104	104	111
COC(=O)C(NC(=O)C1(NC(=O)OCc2ccccc2)CCCC1)C(C)C (centres undefined)	93	103	111	109	99	103	121	94	112
COc1cc(C)cc(-c2nn(CC(N)=O)cc2-c2ccnc(Oc3ccncc3)n2)c1	97	104	106	107	98	112	99	103	106
O=C1CCC(NNC(=O)c2cccnc2)N1 (centres undefined)	108	100	109	110	110	95	101	103	103
COc1cc(/C=C/C(=O)c2ccccc2O)ccc1OCCCOc1cc2c(cc1OC)C(=O)N1CCC[C@H]1C=N2	-58*	-18*	-1.7*	5.6*	-1.5*	-41*	-17*	11	2.5*
NCCCN1CCOCC1	104	104	102	104	97	94	100	101	109
Cc1ccc2c(c1)C(=O)N(NC(=O)c1ccc(S(N)(=O)=O)cc1)C2=O	79	108	105	103	106	111	108	105	102
COc1ccc(C(=O)/C=C/c2ccc(C)cc2)cc1S(N)(=O)=O	83	44	14	22	25	46	99	50	47
O=[N+]([O-])c1cccc(C(O)P(=O)(OCCCl)OCCCl)c1 (centres undefined)	90	99	110	104	97	98	111	105	111
Clc1ccc(NCc2cn(-c3ccccc3)nc2-c2ccc(OCc3ccccc3)cc2)cc1	80	94	90	109	98	83	98	76	102
CCOc1cccc(/C=N/NC(=O)c2cccc(Nc3ccnc(C(F)(F)F)c3)c2)c1O	36	39	35	37	15	53	43	59	19
O=C(c1nc2ccccc2[nH]1)C1C(c2ccccc2)C2CC3CCCC[C@H]3N2[C@@]12C(=O)Nc1cc(Cl)ccc12 (some centres undefined)	36	59	74	63	78	45	73	41	75
COc1ccc(-c2nc(SCCC(C)C)[nH]c(=O)c2C#N)cc1	98	113	92	106	100	123	110	102	109
Cc1ccc2nc(NC(=O)CSc3nc(Oc4ccccc4)c(C#N)c(-c4ccccc4)n3)sc2c1	102	93	94	101	103	84	105	79	100
C=C(C)[C@@H]1CC[C@]2(C(=O)NCCNCCN)CC[C@]3(C)[C@H](CC[C@@H]4[C@@]5(C)CC[C@H](O)C(C)(C)[C@@H]5CC[C@]43C)[C@@H]12	102	99	89	106	96	102	107	81	106
CC(OC(=O)OCCOCCOC(=O)OC(C)C(=O)OC1CCCCC1)C(=O)OC1CCCCC1 (centres undefined)	92	.	90	103	96	104	92	90	.
COc1ccc(N2C(=O)C=CC2=O)cc1	98	108	108	97	106	.	105	94	118
CCn1c(SC/C(=N\O)c2ccccc2)nnc1-c1ccc(OC)c(OC)c1	90	100	100	106	100	100	104	101	112
O=C1c2c(O)cccc2C(Br)c2cccc(O)c21	89	109	108	107	101	95	120	111	117
COc1ccc(C2C3=C(NC(C)(C)NC3Nc3cccnc3)OC2C(=O)c2ccc(N=[N+]=[N-])cc2)cc1 (centres undefined)	103	106	99	104	99	107	112	99	109
N=C(N=C(C(Cl)(Cl)Cl)C(Cl)(Cl)Cl)N=C(C(Cl)(Cl)Cl)C(Cl)(Cl)Cl	100	105	120	105	101	116	101	101	109
O=C(O)c1ccc(-n2cc(/C=N/NCc3ccccc3)c(-c3cc4ccccc4oc3=O)n2)cc1	92	103	98	106	82	100	115	99	100
Cc1ccc(/C=C2\C(=O)N(C)c3ccc(-c4ccccc4)cc32)s1	.	82	74	90	69	90	88	83	93
CC1(C)OC(=O)c2c(nc3c(-c4nc5ccccc5s4)c(Nc4ccccc4)sc3c2N)O1	89	91	100	100	102	100	93	84	106
Cc1ccc(Sc2oc(-c3ccccc3)nc2S(=O)(=O)c2ccc(C)cc2)cc1	.	106	81	99	93	101	105	95	104
C#CCn1cc(/C=N/Nc2nc(-c3ccc(Br)cc3)cs2)c2ccccc21	95	104	97	99	93	104	116	92	114
CC12CCCCC1=CC(=O)CC2 (centres undefined)	109	.	107	113	105	108	93	93	.
The list goes on.
SMILES	SNB-75	KM12	SNB-19	SW-620	SF-539	HT29	HCC-2998	PC-3	DU-145
O=C(c1c[nH]c(=O)c(-c2ccccc2)c1)c1ccccc1O	.	90	81	93	108	101	94	89	100
O=C(O)c1cn(C2CC2)c2cc(N3CCN(Cc4nc5c(cnn5-c5ccc([N+](=O)[O-])cc5)c(=O)[nH]4)CC3)c(F)cc2c1=O	.	107	106	105	98	102	112	94	110
CC(C)OCCCNc1ncnc2nc[nH]c12	85	104	100	100	93	108	107	86	111
C/C=C\C=C\C(=O)O	85	93	107	.	99	105	.	92	94
CCC(CC)n1c(C)cc(=O)n1C(CC)CC	95	115	96	105	97	111	105	104	113
C=CCc1c(N(C)c2ccc(OC)cc2)ncnc1-n1cnc2ccccc21	103	93	96	107	105	90	97	68	106
Clc1cc(Cl)c(I)c(Cl)c1	92	109	108	101	98	100	111	87	117
Cc1nc2sc(C(=O)Nc3ccc(Cl)cc3)c(N)c2c(C)c1Br	84	95	99	96	87	96	100	86	103
O=C(c1ccc(OCCN2CCCCC2)cc1)c1c(-c2ccc(OS(=O)(=O)c3cccc4cccnc34)cc2)sc2cc(OS(=O)(=O)c3cccc4cccnc34)ccc12	84	101	102	100	97	90	105	82	112
O=C1c2ccccc2CCc2ccccc21	92	102	100	99	107	103	97	.	104

Molecules from the list above that have a cyano group, in the order listed:
SMILES	SNB-75	KM12	SNB-19	SW-620	SF-539	HT29	HCC-2998	PC-3	DU-145
COc1ccc(-c2nc(SCCC(C)C)[nH]c(=O)c2C#N)cc1	98	113	92	106	100	123	110	102	109
Cc1ccc2nc(NC(=O)CSc3nc(Oc4ccccc4)c(C#N)c(-c4ccccc4)n3)sc2c1	102	93	94	101	103	84	105	79	100

Carrying on:
SMILES	SNB-75	KM12	SNB-19	SW-620	SF-539	HT29	HCC-2998	PC-3	DU-145
COc1ccc(-c2nn(-c3cccc(Cl)c3)cc2/C=C2\NC(=S)N(c3ccc(Cl)cc3)C2=O)cc1	0.1*	27	63	41	75	9.7*	23	42	21
CCCCCCCCCCOC(=O)c1nn(C(C)=O)c2cc(F)c(F)cc12	92	101	105	103	98	95	109	75	108
C[C@]12CC[C@@H]3c4ccc(O)cc4CC[C@H]3[C@@H]1CC[C@@H]2OC(=O)CCC1CCCC1	84	95	97	94	94	103	92	97	96
COc1cc(C(C)c2ccc3c(ccn3C)c2)cc(OC)c1OC (centres undefined)	47	10	34	28	-6.4*	3.9*	23	23	-15*
CN1CCN(Cc2ccc(NC(=O)c3cncc(C#Cc4c(N)ncc5c(F)cccc45)c3)cc2C(F)(F)F)CC1	-81*	-73*	-97*	-52*	-95*	-77*	-12*	-69*	-90*
O=C(CSC(=S)N1CCCCC1)Nc1ccccc1	93	96	100	102	101	91	98	93	106
Cc1nc(N)[nH]c(=O)c1CCCCc1ccccc1	90	104	97	104	103	100	93	90	107
CCOC(=O)C1=C(C)NC(SCc2nc(C)c(C)nc2C)N=C1c1ccc(OC)cc1 (centres undefined)	.	99	92	99	94	94	108	71	96
C=C1C(=O)O[C@H]2[C@H]1CC/C(COC(=O)CCC(=O)NCCCNC(=O)CCC(=O)OC/C1=C/CC[C@@]3(C)O[C@H]3[C@H]3OC(=O)C(=C)[C@@H]3CC1)=C\CC[C@@]1(C)O[C@@H]21	83	102	102	82	106	95	107	89	104
Cc1[nH]c(/C=C/C(=O)c2ccc(C(F)(F)F)c(F)c2)c(C)c1C(=O)N1CCCC1	73&88	101&100	79&79	99&103	86&100	94&93	101&93	86&98	91&88

Laid out differently: entries from further up.
| mol | SNB-75 | KM12 | SNB-19 | SW-620 | SF-539 | HT29 | HCC-2998 | PC-3 | DU-145 |
| --- | --- | --- | --- | --- | --- | --- | --- | --- | --- |
| O=C(CSC(=S)N1CCCCC1)Nc1ccccc1 | 93 | 96 | 100 | 102 | 101 | 91 | 98 | 93 | 106 |
| Cc1nc(N)[nH]c(=O)c1CCCCc1ccccc1 | 90 | 104 | 97 | 104 | 103 | 100 | 93 | 90 | 107 |
| CCOC(=O)C1=C(C)NC(SCc2nc(C)c(C)nc2C)N=C1c1ccc(OC)cc1 (centres undefined) | . | 99 | 92 | 99 | 94 | 94 | 108 | 71 | 96 |

More results.
SMILES	SNB-75	KM12	SNB-19	SW-620	SF-539	HT29	HCC-2998	PC-3	DU-145
CC(=O)c1ccc(NC(=O)COc2ccc(C3SCC(=O)N3c3ccccc3)cc2)cc1 (centres undefined)	103	99	98	109	95	105	110	96	109
O=S(=O)(NCC[C@@H]1C[C@H]1c1ccc2ccccc2c1)c1ccc(C(F)(F)F)cc1	74	95	97	99	100	93	101	82	97
O=c1c2ccccc2nc(SCCN2CCCCC2)n1CCc1ccccc1	87	94	102	90	90	30	98	89	101
c1cc(-c2nsc(-c3ccncc3)n2)ccn1	94	101	101	110	98	97	81	100	111
COc1cc(-c2nn(C(C)(C)C)cc2-c2ccnc(NCCCNS(=O)(=O)c3ccc(Cl)cc3)n2)ccc1Cl	42	69	87	91	84	49	108	30	60
O=C1NCN(CCO)CN1	100	108	100	102	93	100	100	.	117
COc1ccc(CN2c3ccccc3Oc3ccccc32)cc1O	27	21	35	27	16	73	.	31	37
CC(C)NC(=S)Nc1c(N)n(C)c(=O)n(C)c1=O	114	108	108	111	105	113	100	99	122
CN1CCN(c2ccc(/C=N/NC(=O)CSc3nc4ccccc4c(=O)n3-c3ccccc3)cc2)CC1	89	103	108	98	101	98	115	96	111
Cc1cc(C)c(-n2cnc3c(=O)[nH]c(N)nc32)cc1C	118	146	106	94	92	100	80	102	106
CCCCCCCCCC(N)=O	94	103	94	98	104	105	102	99	103
Nc1c(C(=O)Nc2ccccn2)sc2nc3c(cc12)CCCCCC3	-1.5*	14	22	19	6.9*	3.5*	49	21	11
COc1ccc(S(=O)(=O)NCCNc2nccc(-c3c(-c4ccccc4)nc4sccn34)n2)cc1	22	9.5*	39	37	45	25	61	23	20
CC(=O)c1c(C)[nH]c2c1c(-c1cccnc1)nc1ccccc12	76	90	96	94	93	86	104	90	95
N#Cc1cccc(CN2CCC3=C(C2)C(=O)N(Cc2ccc(Cl)cc2)C2=NCCN23)c1	61	41	24	33	42	31	18	24	29
CC(C)CSc1nc(NC2CC2)c(C#N)c(-c2ccc(F)cc2)n1	68	91	78	88	94	87	88	92	96

Individual results from the entries so far.
`COc1ccc(S(=O)(=O)NCCNc2nccc(-c3c(-c4ccccc4)nc4sccn34)n2)cc1` in HCC-2998 = 61
`CC(=O)c1c(C)[nH]c2c1c(-c1cccnc1)nc1ccccc12` in SNB-19 = 96
`CC(C)CSc1nc(NC2CC2)c(C#N)c(-c2ccc(F)cc2)n1` in SNB-75 = 68
